# From PubChem BioAssay
# TRHR ag: TRH receptor (human) agonism; activation, % at 2 µM; P34981; TRHR cells, calcium flux fluo-8, FDSS agonist mode; 360,000 compounds, 0.18% hits; further: 0% is about no effect
# Target sequence (P34981 whole entry, looked up): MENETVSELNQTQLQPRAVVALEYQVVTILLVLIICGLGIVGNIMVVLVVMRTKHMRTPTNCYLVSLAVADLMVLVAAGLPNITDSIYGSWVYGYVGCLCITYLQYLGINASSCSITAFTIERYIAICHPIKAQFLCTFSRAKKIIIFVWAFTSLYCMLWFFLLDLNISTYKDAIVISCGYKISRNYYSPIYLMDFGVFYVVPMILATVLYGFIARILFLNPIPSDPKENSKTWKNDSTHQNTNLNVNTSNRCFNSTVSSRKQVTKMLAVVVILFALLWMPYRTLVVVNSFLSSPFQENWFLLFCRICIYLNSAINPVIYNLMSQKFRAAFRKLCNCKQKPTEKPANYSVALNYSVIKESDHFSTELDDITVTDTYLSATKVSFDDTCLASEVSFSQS
#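 Agonist-mode FDSS calcium read (Ex 480/Em 530, 1 s cycles) in 1536-well TRHR cells with fluo-8 dye, after 10-cycle baseline and 23 nL compound addition; TRH at EC20 (10 nM final) added afterwards for the enhancer phase.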
# D2 PAM: positive allosteric modulators of human D2 dopamine receptor | potentiation, % at 10 µM | P14416 | HEK293 T-REx D2, calcium flux, EC20 dopamine potentiation | 340,000 compounds, 0.34% hits;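 active means potentiation over 3 SD above the plate norm, cut at about 30% in these data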; further: 0% is about no effect
# Target sequence (P14416 whole entry, looked up): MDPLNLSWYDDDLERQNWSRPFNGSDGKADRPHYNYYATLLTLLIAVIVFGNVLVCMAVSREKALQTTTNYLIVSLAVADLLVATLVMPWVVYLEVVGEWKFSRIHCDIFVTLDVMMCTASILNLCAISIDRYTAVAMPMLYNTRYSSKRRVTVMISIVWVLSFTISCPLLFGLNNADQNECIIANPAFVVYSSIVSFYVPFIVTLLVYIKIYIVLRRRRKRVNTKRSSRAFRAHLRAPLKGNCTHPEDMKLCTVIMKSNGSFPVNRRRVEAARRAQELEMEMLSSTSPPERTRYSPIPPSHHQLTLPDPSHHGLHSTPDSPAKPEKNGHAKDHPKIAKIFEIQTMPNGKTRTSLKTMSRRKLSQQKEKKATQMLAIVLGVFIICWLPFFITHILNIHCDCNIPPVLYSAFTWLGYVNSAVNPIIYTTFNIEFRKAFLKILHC
#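 Potentiation of an EC20 dopamine calcium response is measured in a force-coupled, tetracycline-inducible Hek293 Trex D2 line. Compound-only kinetic reads over 180 s flag agonists before dopamine addition.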
# D1 potentiator: enhances dopamine response at the human D1 receptor; HEK293 TREx D1 cells, calcium flux, dopamine EC20 potentiation; 360,000 compounds, 0.036% hits; potentiation, % at 10 µM; P21728; in the data active means potentiation above about 30%; further: 0% is about no effect
# RXFP1 antag: antagonists of human relaxin receptor RXFP1; Q9HBX9; activity change, negative = inhibition, % at 57.5 µM; HEK293-RXFP1, relaxin-stimulated cAMP HTRF, 30 min; active compounds read low; 350,000 compounds, 0.59% hits;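 active means activity change of -60% or lower, but not beyond a set lower limit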; further: on the % scale 0 is the no-effect control and ±100 the full control effect
# D1 antag: blocks dopamine activation of the human D1 receptor. activity change, negative = inhibition, % at 10 µM. HEK293 TREx D1 cells, calcium flux, dopamine EC80; active compounds read low. AID 504652. P21728. 360,000 compounds, 3.2% hits; in the data active means activity change below about -30%; further: on the % scale 0 is the no-effect control and ±100 the full control effect
#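 Cells carrying a force-coupled, tetracycline-inducible human D1 receptor report calcium flux. Each well gets a 10 s baseline, compound with 180 s monitoring, then an EC80 dopamine stimulus with a second 180 s kinetic read.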
# D2 antag: antagonists of human D2 dopamine receptor | HEK293 TREx D2 cells, calcium flux, dopamine EC80 | inhibition, % at 10 µM | AID 485344 | P14416 | 340,000 compounds, 2% hits; in the data active means inhibition above about 30%; further: 0% is about no effect
#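 Calcium flux kinetic readout in an inducible HEK293 TREx D2 line plated overnight at 30 C. After 180 s compound exposure, an EC80 dopamine challenge follows with another 180 s kinetic read to detect antagonism.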
# TRHR enhancer: TRH receptor (human) allosteric enhancement. enhancement, % at 2 µM. 360,000 compounds, 0.66% hits. TRHR cells, fluo-8 calcium fluorescence, EC20 TRH enhancement. AID 493056. P34981; in the data active means enhancement above about 30%; further: 0% is about no effect
#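 TRHR-expressing cells loaded with fluo-8 calcium dye were read kinetically (ex 480/em 530) during compound addition, then stimulated with an EC20 of TRH (10 nM final). Enhancement of the Gq-mediated intracellular calcium response was scored.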
# D1 ag: agonists of human D1 dopamine receptor | HEK293 T-REx D1 cells, calcium flux, agonist mode | P21728 | activation, % at 2 µM | 360,000 compounds, 1% hits; further: 0% is about no effect
#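 Agonism was scored from calcium flux recorded over 180 s (1 read/s) after pintool compound addition, following a 10-cycle baseline. Cells were inducible force-coupled HEK293 TREx D1, plated overnight at 30 C and loaded with no-wash calcium dye.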
# D2 agonist: D2 dopamine receptor (human) agonism; P14416; HEK293 T-REx D2 cells, calcium flux agonist mode; activation, % at 2 µM; 340,000 compounds, 0.53% hits; AID 485358;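 active means activation over 3 SD above normal in the single-dose calcium agonist read, cut at about 30% in these data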; further: 0% is about no effect
#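 Tetracycline-induced HEK293 Trex cells with D2 receptor force-coupled to calcium signaling, plated overnight at 30 C and loaded with no-wash calcium dye. Calcium flux read kinetically for 180 s after compound addition; responses flag agonists.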
# Active calls of the source: *; · = not tested or not shown; & = joins results of further samples. Unless noted, no stated cut-off is given here; in the data, active means activation above about 30%; inactive means the rest.
SMILES,TRHR ag,D2 PAM,D1 potentiator,RXFP1 antag,D1 antag,D2 antag,TRHR enhancer,D1 ag,D2 agonist
COc1ccccc1N1CCN(S(=O)(=O)c2c(C)[nH]c(C)c2C(=O)N2CCCC2)CC1,-0.3,27,-3,11,-16,31*,-5,1,0.2
Cc1cccc(CN2C(=O)/C(=C\c3ccc(C(=O)NCCCN4CCN(C)CC4)cc3)Oc3ccccc32)c1,0.2,2,-7,·,-8,7,1,8,0.3
O=c1[nH]c2ccsc2c(=O)n1CCO,0.2,-2,2,3,-6,-3,-1,2,-0.3
O=C(c1ccc(F)cc1)n1nc(-c2cccnc2)nc1NCc1ccccc1,0.1,4,0,-11,-11,·,1,7,-0.9
O=C(CN(Cc1ccco1)C(=O)c1cc(=O)[nH]c2ccccc12)Nc1ccccc1C(F)(F)F,0.5,-6,4,-3,9,4,0,1,1.6
COc1ccccc1Nc1ncnc2c1nc1n2CCCCC1,-1.2,11,0,·,10,·,20,5,·
C=CCNC(=O)CSc1nnc(-c2ccccn2)n1Cc1ccccc1,-0.4,3,8,5,1,-4,-1,2,0.5
CC(=O)c1c(C)[n+]([O-])c2ccc3c(non3O)c12,0.5,0,-3,9,-10,-9,5,-1,2.8
CCNCCNC(=O)c1c(O)c2c([nH]c1=O)CCCC2,0.5,-3,1,-17,6,1,0,1,0.4
COc1ccc(Cl)cc1NC(=O)CSc1cc(C)[nH]c(=O)n1,0.0,-3,0,·,·,·,1,0,0.9
Cc1ccc(CNC(=O)C2CCCN(c3nnc(-n4c(C)ccc4C)s3)C2)cc1 (centres undefined),-1.7,5,-3,-2,9,·,1,-3,·
CCn1nc(C)c(Br)c1Nc1ccc(Br)cc1,-1.5,-8,-4,-7,-8,-8,2,2,-0.5
COC(=O)c1ccccc1NC(=O)Cn1cnc2cc(C)c(C)cc21,0.2,0,-4,-5,-16,16,0,38*,-0.8
CC(C)[C@H](NC(=O)NCc1ccc(F)cc1)C(=O)O,0.1,1,0,8,-2,-4,18,1,1.1
COc1ccc(NC(=O)C2CC(=O)NC(Nc3cccc(C)c3)=N2)cc1 (centres undefined),2.6,0,-4,-8,9,2,5,2,-0.5
CCOC(=O)c1ccc(NC(=S)NN2CCOCC2)cc1,-0.6,-4,4,-8,16,5,-3,1,-0.7
COc1ccc(C2(CNC(=O)c3cccc([N+](=O)[O-])c3)CCCCC2)cc1OC,-0.6,-8,16,-14,2,-1,0,0,-0.7
C=CCn1c(CNC(=O)c2cccs2)nnc1SCC(=O)c1ccc(Br)cc1,-1.0,·,2,6,-12,·,-2,4,·
CN(C)/C=C/C(=O)c1cnc(-c2ccccc2Cl)s1,0.2,3,-2,-9,6,-10,2,3,9.7
CC1(OC(=O)CCc2ccccc2)C(=O)C=C2C=C(c3ccc(C#N)cc3)N(C3CCCC3)C=C2C1=O (centres undefined),0.0,5,-8,·,-2,3,4,5,0.4
Cc1ccc(S(=O)(=O)N(CC(=O)O)Cc2ccccc2)cc1,0.1,2,-1,4,-20,8,0,0,-0.3
COc1cccc(C(=O)Nc2ccc(NC(=O)C(C)(C)C)cn2)c1,0.6,-19,-2,-2,-13,14,-3,2,0.3
COc1ccc(-c2[nH]c(-c3ccc(Cl)cc3)nc2SCC(=O)Nc2nccs2)cc1,0.0,-17,-5,-11,-32*,6,-8,0,1.4
Cc1ccc(OCC(=O)Nc2sc3c(c2C#N)CCC3)cc1,0.3,9,-5,-3,-4,-11,9,1,-0.8
COCCCC1CCN(Cc2nc(-c3ccccc3)no2)CC1,1.8,6,-2,-12,7,6,13,6,1.6
O=C(NCc1ccccc1)c1cccc(NS(=O)(=O)c2cccc3cccnc23)c1,-0.7,16,-4,-3,-20,-10,4,2,3.9
CCCc1nnc(NC(=O)CCCN2C(=O)c3ccccc3C2=O)s1,0.5,0,-3,0,4,-9,14,2,-1.0
Nc1nonc1C(=O)NCCNS(=O)(=O)c1ccc(F)cc1,0.1,-14,-6,19,17,-16,-2,4,1.4
Cc1cc(NC(=O)CSc2nnc(-c3ccncc3)n2C)n(-c2ccccc2)n1,0.3,-4,-4,-15,18,4,0,1,-0.2
CCSc1nc2c(c(=O)n1Cc1ccccc1)SC(C)C2 (centres undefined),1.0,5,-4,-18,3,6,9,2,-0.8
O=C(O)C1CCN(S(=O)(=O)c2ccc(N3CCC(O)CC3)c([N+](=O)[O-])c2)CC1,-0.6,1,1,-4,-9,-13,2,-1,-0.9
CC1=NN=C(c2ccccc2)C(c2c[nH]c3ccccc23)N1O (centres undefined),-0.3,-8,-2,-5,-4,-12,4,1,0.2
COc1cc(/C=C/C(=O)OC2CC3CCC2(C)C3(C)C)ccc1O (centres undefined),-0.6,2,-7,·,-8,-9,-2,1,0.7
O=C(Cn1cnc2onc(-c3ccc(Cl)cc3)c2c1=O)Nc1ccc(F)cc1,1.0,8,2,-7,10,·,3,3,-0.5
NS(=O)(=O)c1ccc(CCNC(=O)COC(=O)C2CCC2)cc1,-0.1,-16,-2,0,5,-16,33*,0,0.5
CCCn1c2ccccc2c2nnc(SCC(=O)OC)nc21,-2.0,14,-3,8,2,-24,-10,0,0.4
CC(C)NC(=O)c1ccccc1NC(=O)c1nsc2ccccc12,-0.3,-3,0,-7,-6,·,-1,0,·
NS(=O)(=O)c1ccc(NC(=O)C2CCCN(S(=O)(=O)c3ccc(F)cc3)C2)cc1 (centres undefined),0.5,-13,1,5,4,-10,4,2,0.6
C/C(=N/NS(=O)(=O)c1ccc(C(C)C)cc1)c1ccncc1,0.7,3,-2,-4,-16,3,5,5,0.7
Nc1c(C(=O)N/N=C/c2ccc([N+](=O)[O-])cc2)sc2nnc(-c3ccccc3)c(-c3ccccc3)c12,0.4,5,-2,10,4,3,12,2,0.6
Cc1cccc2sc(NC(=O)C3c4ccccc4Oc4ccccc43)nc12,2.1,-8,2,15,-3,-14,-4,3,0.3
CCc1ccccc1SCc1noc(C(=O)NCC2CCCO2)c1C(=O)O (centres undefined),-0.9,4,-3,·,4,4,-5,-1,-1.1
COc1ccc(N2CC(C(=O)Nc3c4c(nn3-c3ccc(OC)cc3)CS(=O)(=O)C4)CC2=O)cc1 (centres undefined),-0.1,-4,-14,-5,-3,6,13,0,0.6
COc1ccc2[nH]c(=O)c(CNc3ccccc3OC)cc2c1,5.5,20,-4,-21,6,8,-1,12,1.1
CSc1nc2n(n1)C(c1cccc(F)c1)C(C(=O)Nc1ccc(C)cc1C)=C(C)N2 (centres undefined),0.4,-9,-2,-3,27,-6,1,2,-1.0
O=C(CSc1ncccn1)Nn1cnnc1,1.6,-2,-6,-1,-3,27,-3,1,0.6
C/C(=N\Nc1cc(C)nc(NCc2ccccc2)n1)c1cccc([N+](=O)[O-])c1,0.0,1,-8,8,8,0,3,2,-0.6
CC(=O)c1cc2c(cc1NC(=O)CCc1ccccc1)OCO2,-0.8,8,3,0,-6,-23,-2,0,-0.1
COc1ccc(NS(=O)(=O)c2ccc3c(c2)[C@H]2C=CC[C@H]2[C@@H](c2ccc(C(=O)O)cc2)N3)cc1,0.4&-0.3,-9&14,-1&0,-13&-18,-3&2,-25,-4&5,2&13,0.4&-0.7
CCn1cc(C(=O)NCCc2ccc(OC)c(OC)c2)c(=O)c2cc(S(=O)(=O)N3CCc4ccccc4C3)ccc21,-0.1,-1,3,·,-9,·,-4,-1,-0.5
CN(c1ccccc1)S(=O)(=O)c1cccc(NC(=O)c2ccc(=O)[nH]c2)c1,0.3,4,0,-8,5,-22,7,2,0.1
O=C(O)Cc1ccc(NC(=O)Nc2ccc3c(c2)OCO3)cc1,0.3,-6,0,10,1,0,1,4,0.6
O=C(NCCc1ccccc1)c1nccc2ccccc12,-0.3,7,8,·,0,-13,10,-1,0.3
Cc1ccc(C2CC(=O)c3cnc(N4CC(C)CC(C)C4)nc3C2)cc1 (centres undefined),0.1,-13,1,·,18,4,-16,0,-0.3
Cc1c(/C=C/C(=O)c2ccccc2O)cnn1C,1.2,4,-5,-10,-1,1,4,15,1.6
COc1ccc(OC)c(NC(=O)c2ccc3c(c2)c(C)c(C)n3Cc2ccc(F)cc2)c1,1.1,-3,-3,-2,-6,·,3,6,·
CCN(CC)S(=O)(=O)c1csc(C(=O)NCc2ccccc2)c1,-1.1,3,-11,20,-15,-1,1,5,-0.1
CC(=O)c1cccc(S(=O)(=O)NC(C)C2CC3CCC2C3)c1 (centres undefined),0.4,-3,12,-7,-1,-14,-1,-2,2.2
Cc1nc2ncnn2c(C)c1CCC(=O)N1CCN(C(=O)c2ccco2)CC1,0.2,-2,0,-4,-1,3,11,0,0.2
O=C(CS(=O)(=O)c1ccc(F)cc1)NCCS(=O)(=O)c1ccccc1,0.0,-9,-1,1,12,-3,-9,1,0.2

# Additional entries follow.
SMILES,TRHR ag,D2 PAM,D1 potentiator,RXFP1 antag,D1 antag,D2 antag,TRHR enhancer,D1 ag,D2 agonist
COC(=O)c1cc(COC(=O)c2cccnc2SC)oc1C,-0.6,-7,-1,-3,-14,-6,-9,7,-0.4
CCCCn1c(=O)[nH]c(=O)c2c1nc(-c1cc3c(cc1Br)OCO3)n2C,-0.1,19,-3,-1,6,4,0,2,2.4
COc1ccc(OC(=O)C(C)N2C(=O)c3ccccc3C2=O)cc1 (centres undefined),0.2,·,-6,-14,-14,·,-11,5,·
O=C(Nc1cc([N+](=O)[O-])ccc1C(=O)Nc1cccnc1)c1ccccc1,-1.8,-2,-3,-12,5,-6,0,-1,-0.3
CC[C@H](C)[C@H](NC(=O)c1ccc(Cl)cc1)C(=O)OCC(=O)c1ccc2c(c1)NC(=O)CO2,2.1,-13,15,0,-1,-16,-20,2,2.9
Cc1ccc(C)c(NC(=O)CSc2nnc(-c3ccco3)o2)c1,-0.3,16,-2,9,6,-6,32*,1,0.4

# Exported field by field: entries from further up
CC(=O)c1c(C)[n+]([O-])c2ccc3c(non3O)c12
  TRHR ag: 0.5 | D2 PAM: 0 | D1 potentiator: -3 | RXFP1 antag: 9 | D1 antag: -10 | D2 antag: -9 | TRHR enhancer: 5 | D1 ag: -1 | D2 agonist: 2.8
CCNCCNC(=O)c1c(O)c2c([nH]c1=O)CCCC2
  TRHR ag: 0.5 | D2 PAM: -3 | D1 potentiator: 1 | RXFP1 antag: -17 | D1 antag: 6 | D2 antag: 1 | TRHR enhancer: 0 | D1 ag: 1 | D2 agonist: 0.4
COc1ccc(Cl)cc1NC(=O)CSc1cc(C)[nH]c(=O)n1
  TRHR ag: 0.0 | D2 PAM: -3 | D1 potentiator: 0 | RXFP1 antag: · | D1 antag: · | D2 antag: · | TRHR enhancer: 1 | D1 ag: 0 | D2 agonist: 0.9
Cc1ccc(CNC(=O)C2CCCN(c3nnc(-n4c(C)ccc4C)s3)C2)cc1 (centres undefined)
  TRHR ag: -1.7 | D2 PAM: 5 | D1 potentiator: -3 | RXFP1 antag: -2 | D1 antag: 9 | D2 antag: · | TRHR enhancer: 1 | D1 ag: -3 | D2 agonist: ·

# This is a random part of the collection. Share with any hit: about 7.1%.
